Screening data deposited in PubChem by several laboratories.
sPLA2-III inh: human group III sPLA2 inhibitors, primary screen, biochemical, QFRET, BODIPY PC-A2 liposome substrate. inhibition, % at 12.2 µM. Group 3 secretory phospholipase A2 (Homo sapiens), Q9NZ20. QFRET BODIPY PC-A2 liposome hydrolysis, fluorescence. hit rate 0.56% among 370,000;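 active = inhibition above mean plus 3 SD of compounds lying within the high and low control bounds, cut at about 19% in these data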;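 note: 0% = median of test compound wells and 100% = no enzyme DMSO wells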
hgDAF-12 ag: H. glycines DAF-12 receptor agonists, primary screen, cell-based, luminescence, HEK293, GAL4 fusion, UAS-luciferase; Nuclear hormone receptor DAF-12 (Heterodera glycines), GAL4 fusion; HEK293 GAL4-hgDAF12 UAS-luciferase reporter, agonist luminescence; normalized to butyrate control; activation, % at 6.8 µM; hit rate 1.8% among 370,000; AID 687014, 2013;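 active = activation above a cutoff set at the mean of all screened compounds plus 3 SD, cut at about 10% in these data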;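 note: 0% = DMSO wells and 100% = sodium butyrate wells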
GC-B act: human GC-B receptor activators, primary screen, HEK293 GC-B cells, cGMP TR-FRET, EC30 CNP | Atrial natriuretic peptide receptor 2 (Homo sapiens), P20594 | 0% at EC30 CNP, 100% saturating CNP | activation, % at 10 µM | hit rate 0.11% among 370,000;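 active = activation at 10 µM reaching about 35% in either raw or pattern-adjusted values, limit read from the data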
Target sequence (P20594 whole entry, looked up): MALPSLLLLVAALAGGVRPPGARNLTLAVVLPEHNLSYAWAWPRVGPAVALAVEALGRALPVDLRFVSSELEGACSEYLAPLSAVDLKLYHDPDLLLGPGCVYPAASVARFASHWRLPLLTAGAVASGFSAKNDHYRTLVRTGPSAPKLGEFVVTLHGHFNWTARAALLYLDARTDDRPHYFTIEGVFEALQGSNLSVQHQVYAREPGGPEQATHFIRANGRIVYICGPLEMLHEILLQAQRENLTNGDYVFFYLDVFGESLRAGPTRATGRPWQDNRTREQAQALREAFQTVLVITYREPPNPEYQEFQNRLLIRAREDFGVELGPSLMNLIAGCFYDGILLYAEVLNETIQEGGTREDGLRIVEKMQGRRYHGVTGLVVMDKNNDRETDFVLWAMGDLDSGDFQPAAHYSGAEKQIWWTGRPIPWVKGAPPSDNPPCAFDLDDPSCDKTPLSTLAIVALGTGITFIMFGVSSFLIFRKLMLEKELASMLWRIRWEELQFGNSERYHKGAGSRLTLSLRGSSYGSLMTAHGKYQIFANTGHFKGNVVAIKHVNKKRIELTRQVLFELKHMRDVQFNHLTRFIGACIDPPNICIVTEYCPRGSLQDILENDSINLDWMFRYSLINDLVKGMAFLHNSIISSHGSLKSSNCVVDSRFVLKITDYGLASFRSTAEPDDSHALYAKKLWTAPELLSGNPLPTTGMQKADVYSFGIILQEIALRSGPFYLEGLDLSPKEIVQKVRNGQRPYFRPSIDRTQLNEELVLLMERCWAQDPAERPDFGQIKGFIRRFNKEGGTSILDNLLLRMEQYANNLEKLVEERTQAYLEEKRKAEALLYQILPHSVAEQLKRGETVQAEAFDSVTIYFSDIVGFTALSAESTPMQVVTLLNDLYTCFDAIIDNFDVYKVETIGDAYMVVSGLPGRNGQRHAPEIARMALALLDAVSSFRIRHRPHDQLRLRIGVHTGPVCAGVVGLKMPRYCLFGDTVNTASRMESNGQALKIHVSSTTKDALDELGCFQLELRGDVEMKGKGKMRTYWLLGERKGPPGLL
FXN GAA850 act: FXN promoter activators, primary screen, cell-based, luciferase luminescence, HEK293 lucGAA850; HEK293 lucGAA850 FXN promoter luciferase reporter, 24 h; percent of 10 µM SAHA response; activation, % at 6 µM; hit rate 0.56% among 360,000;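 active = activation above the average of all compounds screened plus 3 SD, cutoff fixed separately per campaign, cut at about 7.5% in these data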;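 note: 0% = DMSO wells and 100% = 10 µM SAHA wells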
DAX1 inh-1: DAX1 (NR0B1) inhibitors, primary screen, cell-based, HEK293, Gal4-DAX1, luciferase luminescence; Nuclear receptor subfamily 0 group B member 1 (Homo sapiens), P51843; hit rate 0.99% among 340,000; AID 504766, 2011; inhibition, % at 6.75 µM; HEK293 Gal4-DAX1 luciferase reporter;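 active = inhibition above the mean over all tested compounds plus 3 SD, cut at about 4.2% in these data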;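 note: 0% = DAX1-transfected cells with DMSO and 100% = empty-vector control cells with DMSO; inhibition shows as a rise in luminescence from relieved DAX1 repression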
NPR1 activator: GC-A stimulated cGMP production enhancers – HEK293 GC-A cells, cGMP TR-FRET, EC30 ANP, primary screen. Atrial natriuretic peptide receptor 1 (Homo sapiens), P16066. 0% at EC30 ANP, 100% saturating ANP. activation, % at 10 µM. hit rate 0.14% among 370,000; in the data active = activation above about 40%
ADAM10 inh: human ADAM10 inhibitors, primary screen, biochemical, QFRET, HTS | recombinant ADAM10, EDANS/DABCYL FRET peptide cleavage, 3 h | Disintegrin and metalloproteinase domain-containing protein 10 (Homo sapiens), O14672 | inhibition, % at 7 µM | hit rate 0.62% among 370,000;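 active = inhibition above a per-campaign cutoff equal to the mean of compounds falling between control-based bounds plus 3 SD, cut at about 20% in these data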;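 note: 0% = DMSO wells while the 100% control is not disclosed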
ssDAF12 agonist: S. stercoralis DAF-12 nuclear receptor activators, primary screen, cell-based, luminescence, HEK293, GRIP1 co-expression, lit1-tk-luc | Nuclear hormone receptor DAF-12 (Strongyloides stercoralis) | HEK293 ssDAF-12/GRIP1 lit1-tk-luc reporter; % of 3 µM dafachronic acid response | activation, % at 6.8 µM | hit rate 1% among 370,000;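 active = activation above the mean over all tested compounds plus 3 SD, cut at about 0.9% in these data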;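 note: 0% = DMSO-only wells and 100% = 3 µM delta7-dafachronic acid wells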
DAX1 inh-2: DAX1 (NR0B1) inhibitors on StAR promoter, primary screen, cell-based, luminescence, SF-1 (NR5A1), full-length DAX-1. HEK293T StAR-luciferase reporter, SF-1/DAX-1 repression relief. inhibition, % at 6.8 µM. hit rate 1.1% among 370,000. AID 652010, 2013;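 active = inhibition above the mean over all tested compounds plus 3 SD, cut at about 3.6% in these data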;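 note: 0% = DAX-1 cells with DMSO and 100% = cells lacking DAX-1 with DMSO; higher inhibition means more luminescence from relief of DAX-1 repression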
hcDAF12 agonist: H. contortus DAF-12 nuclear receptor activators, primary screen, cell-based, luminescence, HEK293, lit1-tk-luc reporter; HEK293 hcDAF-12 lit1-tk-luc reporter; 0% DMSO, 100% Δ7-dafachronic acid; activation, % at 6.8 µM; hit rate 1.4% among 370,000;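 active = activation above the mean of all tested compounds plus 3 SD, cut at about 5.5% in these data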;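 note: 100% = response to 3 µM Δ7-dafachronic acid high control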
SMARCA2 act: SMARCA2 (BRM) function activators, primary screen, cell-based, luminescence, high throughput | hit rate 1% among 370,000 | activation, % at 9.1 µM | MG213 cells, MMTV-luciferase reporter, dexamethasone, overnight | AID 652017, 2013; in the data active = activation above about 7.8%;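 note: 0% = vehicle wells and 100% = reference activator wells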
Active calls of the source: *; x = no result given. An unsorted share of the library; any-hit rate near 6.6%.

SMILES	sPLA2-III inh	hgDAF-12 ag	GC-B act	FXN GAA850 act	DAX1 inh-1	NPR1 activator	ADAM10 inh	ssDAF12 agonist	DAX1 inh-2	hcDAF12 agonist	SMARCA2 act
CC(C)CC(=O)Nc1nnc(SCC(=O)Nc2nccs2)s1	6	-0.3	5	-2.3	-0.3	-1	4	-1.0	-0.4	0.9	2
CCOC(=O)[C@@]12CCCC=C1N(CCc1ccc(Cl)cc1)C(=O)[C@H]2CC(=O)NCc1cccs1	-10	-2.9	-1	x	x	2	12	-1.2	-1.3	-2.1	-2
COc1ccc(S(=O)(=O)N2CCCCCC2)cc1C(=O)NCCOc1ccc(C)cc1	-2	-0.8	1	-1.0	-0.6	2	1	-1.3	0.0	0.1	-5
S=C(NCCCN1CCOCC1)N1CCOCC1	13	-0.6	4	0.6	0.4	-2	-8	-1.1	0.2	-1.4	-1
CCc1nc2ccc(C(=O)N(C)CCN(C)C)cn2c1N(CC)CCOC	7	2.1	3	-1.7	x	5	-15	-0.8	0.8	0.1	-1
Cc1ccccc1NC(=O)CSc1nnc(CNC(=O)c2ccc3c(c2)OCO3)n1C	5	-1.9	2	0.2	0.1	0	-1	-0.9	-0.1	1.1	-3
CS(=O)(=O)NCCCNc1ccc(Cl)cc1[N+](=O)[O-]	1	0.7	6	0.6	1.2	3	1	-1.2	-0.3	-0.7	1
CN(C)n1cccc1/C=C(\C#N)S(=O)(=O)c1ccc(Cl)cc1	11	-4.1	9	1.1	x	-1	-1	-1.2	0.1	-1.3	-4
CCc1nnc(NC(=O)CSc2nnc(-c3ccc(OC)cc3)n2C)s1	-1	1.6	-2	-1.7	2.1	-4	5	-1.2	0.9	-0.7	2
CCN(c1ccccc1)S(=O)(=O)c1ccc(C(=O)NNC(=O)c2ccccc2F)cc1	-19	0.8	6	-1.0	0.3	1	-5	-1.2	-1.2	-2.4	-5
COc1ccc2c(CC(=O)Nc3ccc(N4CCOCC4)cc3)coc2c1	0	-2.3	-2	0.2	-0.5	0	-14	-0.5	0.8	0.5	1
CC(=NNC(=S)N1CCCCC1)c1cccc(C)n1	1	1.0	1	2.0	-0.3	3	-93	0.1	-1.4	3.8	-3
COc1ccc(NC2CC(=O)N(C(C)C)C2=O)cc1 (configuration not stated)	4	3.4	4	0.2	0.6	-2	-19	-0.6	-0.4	0.6	3
CC1Oc2ccccc2N(CC(=O)N2CCCc3ccccc32)C1=O (configuration not stated)	-3	-1.5	-6	2.0	0.5	1	-1	-0.9	0.0	2.1	-1
Cc1cc(NC(=O)c2ccc3c(c2)OCCO3)ccc1NC(=O)c1cc2ccccc2o1	-3	-0.7	8	-5.5	-1.9	2	8	-2.1	-1.0	-3.0	-1
CC(C)C[C@H]1COc2c(Cl)cccc2S(=O)(=O)N1	1	0.9	-2	x	x	1	-18	-0.5	0.8	-0.4	-1
Cc1ccc[n+](-c2nc3ccccc3nc2[N-]S(=O)(=O)c2ccccc2)c1	-6	0.0	2	-0.9	2.0	-3	-1	-1.2	0.0	-0.7	-2
CC1=C(C(=O)OCc2ccccc2)C(c2cccc(Cl)c2Cl)NC(=O)N1CCCCCC(=O)O (configuration not stated)	-26	-2.3	-14	1.9	0.7	-1	2	-1.4	0.2	-2.5	0
Cc1ccc(S(=O)(=O)N2Cc3ccccc3CC2C(=O)Nc2ccc3c(c2)OCO3)cc1 (configuration not stated)	0	1.9	3	-0.7	-0.8	2	8	-0.5	0.7	-0.1	-1
C[C@H](CO)N1C[C@H](C)[C@@H](CN(C)S(=O)(=O)c2cccs2)Oc2c(NC(=O)C3CC3)cccc2C1=O	0	-0.3	4	0.0	1.5	1	-6	-1.6	-0.6	-0.9	-1
CCOC(=O)c1c(C)nc(C)c(C(=O)OCC)c1-c1cccc(N)c1	3	-2.4	4	-1.4	2.6	2	1	-0.5	-0.4	-2.9	-1
Cc1occc1C(=O)Nc1ccc(OCc2ccccc2)cc1	-12	14*	3	7.3	0.1	2	3	-0.2	4.4*	3.7	7
CC(=O)Nc1ccc(OS(=O)(=O)c2c(C)cc(C)cc2C)cc1	-18	0.2	1	2.8	-2.0	-2	9	-1.4	-0.2	-1.2	-2
COCCNC(=O)NC12CC3(C)CC(C)(CC(C)(C3)C1)C2	0	-1.2	2	-0.1	-1.5	-1	7	-0.9	-0.4	-1.5	3
c1ccc(COc2cccc(CN3CCN(c4ccccn4)CC3)c2)cc1	-8	-1.1	4	-0.8	1.1	5	1	-1.8	-0.9	-1.8	0

Shown as a hit in DAX1 inh-2, of those listed so far:
canonical_smiles,sPLA2-III inh,GC-B act,FXN GAA850 act,DAX1 inh-1,NPR1 activator,ADAM10 inh,ssDAF12 agonist,DAX1 inh-2,hcDAF12 agonist,SMARCA2 act
Cc1occc1C(=O)Nc1ccc(OCc2ccccc2)cc1,-12,3,7.3,0.1,2,3,-0.2,4.4*,3.7,7

Returning to the listing; the three compounds before the break are reprinted first.
SMILES	sPLA2-III inh	hgDAF-12 ag	GC-B act	FXN GAA850 act	DAX1 inh-1	NPR1 activator	ADAM10 inh	ssDAF12 agonist	DAX1 inh-2	hcDAF12 agonist	SMARCA2 act
CC(=O)Nc1ccc(OS(=O)(=O)c2c(C)cc(C)cc2C)cc1	-18	0.2	1	2.8	-2.0	-2	9	-1.4	-0.2	-1.2	-2
COCCNC(=O)NC12CC3(C)CC(C)(CC(C)(C3)C1)C2	0	-1.2	2	-0.1	-1.5	-1	7	-0.9	-0.4	-1.5	3
c1ccc(COc2cccc(CN3CCN(c4ccccn4)CC3)c2)cc1	-8	-1.1	4	-0.8	1.1	5	1	-1.8	-0.9	-1.8	0
Cc1cc(NC(=O)COC(=O)CCNS(=O)(=O)c2c(Cl)cccc2Cl)no1	-5	-1.6	0	-1.4	0.1	-1	4	-1.4	0.4	-0.2	2
N/C(CC(=O)Nc1cc(C(F)(F)F)ccc1Cl)=N\O	-23	-0.3	4	-0.3	-0.7	2	-8	-1.2	-0.1	-1.0	1
Oc1ccccc1C1=NCCNC(C(F)(F)C(F)F)=C1	-1	1.1	1	-0.9	2.4	1	3	-1.1	0.0	-0.9	-2
Cn1c(NCc2cccnc2)nc2cc(-c3cccc(C(F)(F)F)c3)sc2c1=O	6	-2.5	-4	1.7	x	1	-11	-1.1	-0.2	-0.7	-5
Cc1ccc(C)c(OCC(=O)Nc2ccccc2C(=O)NC2CC2)c1	5	-0.7	-9	-1.3	-0.1	3	-7	-0.7	-0.8	-1.1	-1
CN(C)S(=O)(=O)c1ccc(NC(=O)CN2CCCC2c2ccc3c(c2)OCCCO3)cc1 (configuration not stated)	-2	-2.8	5	2.0	0.1	0	5	-1.8	1.0	-2.8	-1
O=C(COC(=O)c1ccc(F)c(S(=O)(=O)N2CCOCC2)c1)NCc1ccc(Cl)cc1	-15	-0.9	-4	-2.2	-0.6	-4	-5	-1.8	-0.3	-1.3	0
CCCCn1c(N)c(N(CC(C)C)C(=O)c2ccc(-c3ccc(C(C)=O)cc3)o2)c(=O)[nH]c1=O	-14	5.0	5	-0.8	0.6	0	-149	-0.9	-0.3	0.6	6
CC(C)Cc1ccccc1S(N)(=O)=O	-2	-0.3	2	-0.4	0.7	-1	0	-0.6	0.0	-0.7	-1
COc1ccccc1-c1nnc(SCc2ccccn2)n1C	7	0.5	-1	-1.0	0.9	0	-7	-1.0	-0.3	-1.5	0
CC(C)(C)c1ccc(Oc2ccc(NC(=O)C3CC=CCC3C(=O)O)cc2)cc1 (configuration not stated)	-15	-21	2	-11	-2.2	3	1	-3.6	-2.5	-7.3	-11
Fc1ccc(C2CCCN2Cc2nc(-c3cnccn3)no2)cc1 (configuration not stated)	-3	-2.3	1	-0.5	-0.7	0	-7	-1.5	-0.3	0.2	1
CCOC(=O)c1c(C)[nH]c2cc(Br)c(O)cc12	-28	7.3	10	0.9	-0.2	9	2	-1.3	-0.2	-1.8	3
COc1ccc(COC(=O)CCNC(=O)c2ccc(Cl)cc2)cc1	-9	0.1	-3	2.1	-0.3	0	2	-0.5	-0.8	-0.8	2
Cc1c(C(=O)NCCc2ccc(S(N)(=O)=O)cc2)cccc1[N+](=O)[O-]	1	-2.9	3	1.2	-0.8	5	-11	-1.1	0.4	-0.5	-5
Cc1ccc(-n2c(=S)[nH]c3[nH]ncc3c2=O)cc1	-4	-1.1	1	-0.7	1.6	-1	-5	-0.7	-0.8	-1.2	-1
CC(=O)NN1C(=O)/C(=C\c2ccc(Cl)cc2)SC1=S	-6	1.4	-3	1.3	0.5	0	2	-0.7	-0.1	0.9	0
CCN(C(=O)COC(=O)C1CCN(S(=O)(=O)c2ccc3c(c2)OCCO3)CC1)C1CCCCC1	1	0.0	0	0.2	-0.3	1	1	-0.3	0.2	-2.2	-2
CCn1c(O)c(/C=N/N=C/c2ccc(OC)cc2)c2cc(C3=NNC(=O)CC3)ccc21	6	1.7	-13	0.3	1.2	-7	-10	-1.3	1.3	0.6	0
CN1CCN(S(=O)(=O)c2cccc3nsnc23)CC1	8	-0.6	-7	0.2	-0.8	0	-8	-0.1	-0.2	3.0	-5
CCC(C)NC(=O)c1ccc(NC(=O)C2CCCO2)cc1 (configuration not stated)	-1	0.2	9	2.0	-0.3	-3	-2	-1.1	0.3	-1.2	-1
Cc1cc(NC(=O)C(C)SCC(=O)Nc2ccc(C(=O)OC(C)C)cc2)no1 (configuration not stated)	-5	-1.3	-1	-0.7	0.5	0	-2	-1.4	0.8	-1.1	-2
Cc1nc(C)c(Oc2ccc(Cl)cc2Cl)c(=O)[nH]1	-1	5.9	6	-0.7	0.6	2	-2	-2.0	0.1	-0.2	1
CNC(=O)CSc1nnc(COc2ccc(Cl)cc2)n1CCOC	0	-1.4	1	-0.1	0.9	-2	13	-1.2	0.5	-1.0	-1
NC(=O)NC(=O)COC(=O)c1cccc(NS(=O)(=O)/C=C/c2ccccc2)c1	-21	-0.9	-2	1.3	-0.6	-2	3	-1.2	-0.3	-0.7	-4
Cc1cc(C)c(S(=O)(=O)N2CCOCC2)cc1NS(=O)(=O)c1cc(OCC(N)=O)c(C)cc1Cl	-14	3.1	2	-0.8	0.2	0	-7	-1.2	0.1	-1.5	-1
